NCI-60 one-dose screen, 48 h, at 10 µM unless noted. Numbers give growth in % (100 = growth as untreated, 0 = no growth, -100 = all killed).
UO-31: UO-31 renal cancer | hit rate 5.2% among 81,000 | AID 1794768
U251: U251 CNS tumor cells; hit rate 5.4% among 80,000
SN12C: SN12C renal cancer cells | hit rate 3.8% among 81,000 | AID 1794767
CAKI-1: CAKI-1 renal cancer; hit rate 4.7% among 75,000; AID 1794772
786-0: 786-0 renal cancer cells; hit rate 5.1% among 81,000
TK-10: TK-10 renal cancer cells. AID 1794769. hit rate 3.9% among 81,000
SF-295: SF-295 CNS cancer cells; hit rate 5.6% among 79,000; AID 1794758
SF-268: SF-268 CNS cancer cells. AID 1794759. hit rate 3.1% among 82,000
* marks the source's active call; other numbers are inactive results; · = not tested or not shown. How the source made its calls: active means growth percent below 10; inactive means the rest.

SMILES | UO-31 | U251 | SN12C | CAKI-1 | 786-0 | TK-10 | SF-295 | SF-268
CCC/C(=C\c1ccc(O)c(O)c1)C(=O)NC(Cc1ccccc1)C(=O)C(=O)NCCc1ccc(OC)cc1 (stereo not given) | 67 | 82 | 93 | 72 | 98 | 107 | 101 | 86
O=C(O)c1ccccc1.[Ag] | 103 | 97 | 102 | 90 | 108 | 109 | 100 | 97
CCCCCCC(C)NCC(C)(C)O (stereo not given) | 89 | 105 | 106 | 86 | 110 | 103 | 107 | 105
C[C@]12CCC3c4ccc(O)cc4CCC3C1CC[C@@H]2OC(=O)CCC1CCCC1 (stereo not given in full) | 81 | 99 | 100 | 86 | 102 | · | 98 | 107
NS(=O)(=O)c1ccc(CN2C(=O)C3C(C2=O)C2(Cl)C(Cl)=C(Cl)C3(Cl)C2(Cl)Cl)cc1 (stereo not given) | 87 | 90 | 99 | 89 | 104 | 103 | 99 | 98
CCCCNCC1CCCO1 (stereo not given) | 92 | 105 | 103 | 71 | 112 | 69 | 83 | 106
COc1cc2nc(Cl)nc(Nc3cccc(C4=NN(C(C)=O)C(c5ccc6c(c5)OCO6)C4)c3)c2cc1OC (stereo not given) | 53 | 69 | 70 | 53 | 68 | 92 | 60 | 77
CCOC(=O)c1csc(NC(=O)CSc2nc3sc4c(c3c(=O)n2-c2ccc(Cl)cc2)CCCC4)n1 | 77 | 98 | 95 | 92 | 103 | 125 | 92 | 89
O=C1CCC(NCc2ccccc2)N1 (stereo not given) | 83 | 101 | 92 | 100 | 99 | 89 | 97 | 98
CNC(=O)c1cc(Oc2cccc3nc(NC(=O)Nc4ccc(F)cc4)ccc23)ccn1 | 93 | 114 | 103 | 93 | 91 | 102 | 91 | 104
c1ccc(-c2noc3ncnc(Nc4ccc(Oc5ccc6ccccc6c5)cc4)c23)cc1 | 61 | 97 | 89 | 92 | 103 | 111 | 91 | 93
COc1ccc(CCCC(=O)O)c2c(OC)cccc12 | 89 | 98 | 97 | 92 | 94 | 98 | 92 | 109
CCOC(=O)C1=C(C)N(CC(OC)OC)C2(O)C(Cl)=C(Cl)C(O)=C(C#N)C12C#N (stereo not given) | 85 | 101 | 101 | 105 | 100 | 104 | 103 | 111
Cc1cc(NC(=S)SCc2ccc3c(c2)OCO3)ccc1Cl | 76 | 102 | 88 | 85 | 93 | 86 | 83 | 88
Cc1cc(Cl)nc(N2CCN(CC(=O)Nc3ccc4c(ccn4C)c3)CC2)n1 | 91 | 97 | 97 | 99 | 105 | 111 | 99 | 106
Cc1cccc2cc(/C=C/C(=O)/C=C/c3ccc(Cl)cc3)c(=O)[nH]c12 | 70 | 11 | 48 | 91 | 15 | 105 | 84 | 62
O=C1OCCN1N1CCOC1=O | 80 | 104 | 106 | 98 | 104 | 101 | 109 | 101
COc1ccc2cc(-c3csc(N)n3)c(=O)oc2c1 | 86 | 94 | 96 | 95 | 96 | 86 | 96 | 89
C#CCOc1cc(N(CC)CC)ccc1C(C(=O)NC(C)(C)C)N(C(=O)C1CCc2cc(F)ccc2O1)c1ccc(Br)cc1 (stereo not given) | 51 | 87 | 77 | 59 | 82 | 116 | 96 | 93
O=COCCc1ccccc1 | 102 | 106 | 104 | 98 | 107 | · | 84 | 102
CC(N)c1ccc2ccccc2c1O (stereo not given) | 79 | 108 | 97 | 74 | 107 | 152 | 96 | 99
CC(C)OC(=O)C1OC1(C)c1ccccc1 (stereo not given) | 89 | 105 | 104 | 96 | 111 | 111 | 115 | 108
CCCCCCCCCCCN(c1ccc(C(=O)OCC)cc1)S(=O)(=O)c1ccc(C)cc1 | 86 | 86 | 96 | 77 | 97 | 110 | 78 | 97
Cc1ccc(C(=O)CSc2nnc3sc(Nc4ccccc4)nn23)cc1 | 82 | 104 | 99 | 94 | 96 | 98 | 97 | 109
N#CCCN1CCS(=O)(=O)C1=O | 87 | 102 | 114 | 98 | 100 | 107 | · | 106
C#C[C@]1(O)CC[C@H]2[C@@H]3CC=C4c5sc(Nc6cc(Cl)ccc6OC)nc5CC[C@]4(C)[C@H]3CC[C@@]21C | 16 | 15 | 54 | -4.8* | -32* | 48 | -62* | 25
CCOC(=O)c1ccc(NC(=O)c2nc(-c3cc(OC)c(OC)c(OC)c3)n(-c3ccc(Cl)cc3)n2)cc1 | 59 | 94 | 85 | 81 | 94 | 93 | 97 | 84
c1cc2nc(-c3cn[nH]c3)c3c(c2cc1-c1cn[nH]c1)C1CCC3C1 (stereo not given) | 40 | 72 | 66 | 28 | 81 | 97 | 58 | 77
COc1ccc2oc(=O)cc(C3CC(=O)Oc4n[nH]c(C)c43)c2c1 (stereo not given) | 81 | 112 | 102 | 99 | 96 | 90 | 98 | 95
Cc1ccc(O)cc1N(C)C | 96 | 100 | 105 | 100 | 99 | 103 | 106 | 104
O=C1C(=Nc2ccc(F)c(Cl)c2)c2cccc3cccc1c23 | 38 | 25 | 57 | 55 | 92 | 111 | 47 | 69
CC(C)OC(=O)Nc1cc(F)cc(C(F)(F)F)c1F | 85 | 98 | 98 | 94 | 103 | 108 | 103 | 101
COc1ccc2[nH]cc(-c3nn4c(=O)cc(-c5ccccc5)nc4s3)c2c1 | 85 | 103 | 98 | 97 | 96 | 114 | 95 | 102
COc1ccc(CN2c3ccccc3Oc3ccccc32)cc1O | 32 | 24 | · | 39 | 43 | 64 | 14 | 57
COc1ccccc1Cc1nc(-c2ccccc2)nn(C2OC(COC(C)=O)C(OC(C)=O)C(OC(C)=O)C2OC(C)=O)c1=S (stereo not given) | 62 | 84 | 102 | 93 | 91 | 107 | 102 | 81
CC1=Nc2cnc(Nc3ccc(N4CCCCC4)cc3)nc2Nc2ccccc21 | 50 | 84 | 70 | 79 | 52 | 97 | 84 | 91
NS(=O)(=O)Oc1ccc2c(c1)O/C(=C\c1ccc(-c3ccccn3)cc1)C2=O | 81 | 92 | 93 | 91 | 96 | 124 | 101 | 96
Cc1cc(C)n(C(=O)c2sc(=S)n(-c3ccccc3)c2N)n1 | 89 | 107 | 96 | 95 | 105 | 105 | 102 | 103
CC(C)C1=CCC2C(=C1)CCC1C(C)(C(=O)O)CCCC21C (stereo not given) (tested in a mixture with another compound) | 89 | 105 | 102 | 100 | 102 | 108 | 100 | 101
CCCCCCCCCCCCCCCCCCOc1cccc(CC(=O)OCC[N+](CC)(CC)CC)c1 | 86 | 38 | 43 | 63 | 58 | 67 | 41 | 62
O=C(c1ccc(Cl)cc1)C1[C@H](c2ccccc2Br)[C@@H](c2ccccc2)NC12C(=O)Nc1ccccc12 (stereo not given in full) | 13 | 21 | -54* | 15 | 16 | 56 | 13 | 28
O=C(OCCOCCOC(=O)Oc1ccccc1)Oc1ccccc1 | 94 | 103 | 100 | 107 | 115 | 86 | 113 | 111
NC(=O)CNC(=O)OCc1ccccc1 | 111 | 94 | 104 | · | 100 | 104 | · | ·
N#Cc1ccc([N+](=O)[O-])cc1OCCN1CCOCC1 | 94 | 102 | · | 102 | 95 | 97 | 106 | 102
COc1ccc(/C=C/c2nc(Nc3cccc(NC(C)=O)c3)c3ccccc3n2)cc1 | 68 | 89 | 89 | 67 | 89 | 93 | 83 | 92
CCCC(=O)OCCc1ccccc1 | 92 | 98 | 100 | 107 | 103 | 94 | 103 | 98
O=C(CCl)Oc1ccccc1C(=O)O | 89 | 99 | 100 | 98 | 105 | 103 | 105 | 97
O=C(NNc1ccccc1)NNc1ccccc1 | 91 | 103 | 84 | 79 | 96 | 103 | 94 | 105
CCOC(=O)CCCn1c(-c2c(O)c(O)cc3c(O)c(-c4c(C)cc5c(-c6nc7ccccc7n6CCCC(=O)OCC)c(O)c(O)cc5c4O)c(C)cc23)nc2ccccc21 | 91 | 89 | 101 | · | 100 | 93 | 99 | 99
O=C1Nc2cc(-c3ccc(NC(=O)c4ccc(F)c(Cl)c4)cc3)ccc2/C1=C/c1ccc[nH]1 | 74 | 102 | 100 | 91 | 93 | 133 | 87 | 94
CC1(C)OC(CI)C(COS(C)(=O)=O)O1 (stereo not given) | 106 | 89 | 93 | 52 | 105 | 108 | 77 | 92
COc1ccc(/C=N/NC(=O)COc2cc(=O)n(C)c3ccccc23)cc1 | 82 | 110 | 97 | 91 | 102 | 119 | 104 | 102
N#Cc1nc(-c2cccs2)oc1N1CCN(S(=O)(=O)c2ccc(Cl)cc2)CC1 | 91 | 105 | 103 | 94 | 98 | 94 | 97 | 98
C=C(C)[C@@H]1CC[C@]2(C=O)CC[C@]3(C)[C@H](CC[C@@H]4[C@@]5(C)CCCNC(C)(C)[C@@H]5CC[C@]43C)[C@@H]12 | 69 | 50 | 74 | 89 | 81 | 88 | 105 | 91
COc1cc2c(c(O)c1Cl)C(=O)c1c(O)cc(C[C@H](C)O)cc1[C@H]2[C@H]1c2cc(C[C@H](C)O)cc(O)c2C(=O)c2c1cc(OC)c(Cl)c2O | 2.8* | 8.3* | 8.1* | 8.7* | 14 | 32 | -15* | 21
Cc1cc(C#Cc2ccccc2)ccc1-n1c(/C=C/c2ccc(O)cc2)nc2ccccc2c1=O | 22 | 74 | 58 | 35 | 81 | 80 | 65 | 78
O=C(O)c1cn(C2CC2)c2cc(N3CCN(C(=O)N/N=C/c4ccc(Cl)cc4)CC3)c(F)cc2c1=O | 81 | 102 | 106 | 89 | 96 | 102 | 101 | 90
CC(COc1ccccc1Cl)OC(=O)C(C)C (stereo not given) | 96 | 89 | 100 | 93 | 97 | 88 | 102 | 102
COc1ccc(C(=O)/C=C/c2ccc(Oc3nc4c(c(=O)n(C)c(=O)n4C)n3C)c(OC)c2)cc1 | 79 | 74 | 78 | 81 | 102 | 121 | 84 | 85
Cc1nc2nc(SCCO)[nH]c2c(=O)[nH]1 | 87 | 94 | 95 | 103 | 108 | 97 | 103 | 104

In a second layout: entries from further up.
Every second line gives: UO-31	U251	SN12C	CAKI-1	786-0	TK-10	SF-295	SF-268
CCCC(=O)OCCc1ccccc1
  92	98	100	107	103	94	103	98
O=C(CCl)Oc1ccccc1C(=O)O
  89	99	100	98	105	103	105	97
O=C(NNc1ccccc1)NNc1ccccc1
  91	103	84	79	96	103	94	105
CCOC(=O)CCCn1c(-c2c(O)c(O)cc3c(O)c(-c4c(C)cc5c(-c6nc7ccccc7n6CCCC(=O)OCC)c(O)c(O)cc5c4O)c(C)cc23)nc2ccccc21
  91	89	101	·	100	93	99	99
O=C1Nc2cc(-c3ccc(NC(=O)c4ccc(F)c(Cl)c4)cc3)ccc2/C1=C/c1ccc[nH]1
  74	102	100	91	93	133	87	94
CC1(C)OC(CI)C(COS(C)(=O)=O)O1 (stereo not given)
  106	89	93	52	105	108	77	92
COc1ccc(/C=N/NC(=O)COc2cc(=O)n(C)c3ccccc23)cc1
  82	110	97	91	102	119	104	102
N#Cc1nc(-c2cccs2)oc1N1CCN(S(=O)(=O)c2ccc(Cl)cc2)CC1
  91	105	103	94	98	94	97	98
C=C(C)[C@@H]1CC[C@]2(C=O)CC[C@]3(C)[C@H](CC[C@@H]4[C@@]5(C)CCCNC(C)(C)[C@@H]5CC[C@]43C)[C@@H]12
  69	50	74	89	81	88	105	91
COc1cc2c(c(O)c1Cl)C(=O)c1c(O)cc(C[C@H](C)O)cc1[C@H]2[C@H]1c2cc(C[C@H](C)O)cc(O)c2C(=O)c2c1cc(OC)c(Cl)c2O
  2.8*	8.3*	8.1*	8.7*	14	32	-15*	21
Cc1cc(C#Cc2ccccc2)ccc1-n1c(/C=C/c2ccc(O)cc2)nc2ccccc2c1=O
  22	74	58	35	81	80	65	78
O=C(O)c1cn(C2CC2)c2cc(N3CCN(C(=O)N/N=C/c4ccc(Cl)cc4)CC3)c(F)cc2c1=O
  81	102	106	89	96	102	101	90

(cont.)
SMILES | UO-31 | U251 | SN12C | CAKI-1 | 786-0 | TK-10 | SF-295 | SF-268
OC1(c2ccccc2)C(c2ccccc2)=C(c2ccccc2)c2ccccc21 (stereo not given) | 35 | 79 | 58 | 53 | 40 | 94 | 44 | 73
CCC(CC)O[C@@H]1C=C(C(=O)OC)C[C@H](N)[C@H]1NC(C)=O | 69 | 111 | 95 | 87 | 98 | 97 | 100 | 114
CCN(CC)CCSc1nc2ccccc2s1 | 99 | 97 | 112 | 101 | 107 | 113 | 101 | 107
Nc1nc(-c2ccccc2)[nH]c(=O)n1 | 71 | 94 | 108 | · | 99 | 93 | 105 | 113
Cc1cc(-c2ccccc2)cc(C)n1 | 79 | 103 | · | 103 | 99 | 103 | 101 | 111
Cc1cc(NC(=O)c2ccccc2)c(Cl)cc1N | 87 | 102 | 100 | · | 92 | 141 | 94 | 114
COc1ccc(C2CC(c3ccc4ccccc4c3)=NN2/C=C2\SC(=S)N(NC(=O)Cc3ccccc3Nc3c(Cl)cccc3Cl)C2=O)cc1 (stereo not given) | 12 | 16 | 32 | 31 | 14 | 49 | 14 | 35
N#Cc1nn(-c2ccccc2)nc1N1CCOCC1 | 94 | 95 | 105 | 91 | 102 | 119 | 102 | 94
Cc1ccc2nc(C)c(-c3nnc(SCc4cc(F)ccc4F)o3)n2c1 | 64 | 95 | 97 | 84 | 95 | 151 | 100 | 96
C/C=C/c1nc2ccccc2s1 | 71 | 103 | 100 | 93 | 110 | 124 | 100 | 103
O=S(=O)(c1cccc2ncccc12)N1CCN(c2nccc(-c3c(-c4cccc(F)c4)nc4sccn34)n2)CC1 | 32 | 82 | 66 | 52 | 77 | 76 | 79 | 49
CC(C)C[C@@H](CC(N)=O)CC(=O)N[C@@H](CC(=O)N1CCn2c(nnc2C(F)(F)F)C1)Cc1cc(F)c(F)cc1F | 102 | 93 | 122 | 97 | 85 | 85 | 106 | 102
COC(=O)c1ccccc1NC(=O)c1nnn(-c2ccccc2)c1-c1ccco1 | 96 | 97 | 96 | 93 | 102 | 112 | 85 | 97
CCCCc1ccc(C(N)=O)nc1 | 89 | 100 | 99 | 102 | 93 | 103 | 109 | 101

Compound profiles (already shown). Order of values: UO-31, U251, SN12C, CAKI-1, 786-0, TK-10, SF-295, SF-268
Shown for N#CCCN1CCS(=O)(=O)C1=O → 87, 102, 114, 98, 100, 107, ·, 106
Shown for COc1ccc2oc(=O)cc(C3CC(=O)Oc4n[nH]c(C)c43)c2c1 (stereo not given) → 81, 112, 102, 99, 96, 90, 98, 95

Compound activity: PubChem BioAssay, NCI
